Giardia kill: kills Giardia lamblia. Giardia lamblia trophozoite viability. activity change, % at 7.66 µM, hits read low. actives 0.15% (n = 340,000); in the data active = activity change below about -80%; inconclusive = between about -30% and that limit;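 note: parasites exposed to compound for two days anaerobically before the ATP read; % is set by controls: 0 for no effect and ±100 for the full control effect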
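ATP-content bioluminescence gauges trophozoite survival. Cells (100/well) receive compound and incubate anaerobically for 48 hrs at 37 deg C; detection reagent follows for 15-30 min at room temperature.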
VP16 counter: inhibits Gal4-VP16 luciferase reporter, ROR gamma counter-screen; Drosophila S2 Gal4-VP16 UAS-luciferase, luminescence, 20 h; Potency, µM (titrated, usually from 53.6 µM), for the others: top-dose activity, negative = inhibition, hits mostly inhibitors; actives 3.5% (n = 310,000); AID 2546;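 note: Gal4-VP16 expression switched on by copper sulfate through the metallothionein promoter; potency is the fitted concentration of half-maximal effect; % is set by controls: 0 for no effect and ±100 for the full control effect; nearly all actives have a fitted effect of over 50% in size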
Rab9 prom act: activates the Rab9 promoter; Huh7 Rab9 promoter-luciferase reporter, luminescence, 24 h; Potency, µM (top dose mostly 9.22 µM), for the others: at the highest dose activation, negative = inhibition, actives largely listed as activators; actives 2.8% (n = 320,000); AID 485297; note: potency is the fitted concentration of half-maximal effect; % of control where 0% means no effect; nearly all actives have a fitted effect of over 60% in size
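Using Huh7 cells stably transfected with Rab9 promoter–luciferase, compounds were incubated 24 h at 37 °C, 5% CO2; luciferase luminescence was read 10 min after reagent addition.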
RORgamma inh: blocks mouse ROR gamma transcriptional activity; P51450; Drosophila S2 Gal4-RORgamma UAS-luciferase reporter, 20 h; Potency, µM (doses to about 53.6 µM), without a hit: at the highest dose activity change, negative = inhibition, actives largely listed as inhibitors; actives 5.4% (n = 310,000); AID 2551; note: potency is the fitted concentration of half-maximal effect; % is set by controls: 0 for no effect and ±100 for the full control effect; nearly all actives have a fitted effect of over 60% in size
Target sequence (P51450 whole entry, looked up, the tested form may be a part): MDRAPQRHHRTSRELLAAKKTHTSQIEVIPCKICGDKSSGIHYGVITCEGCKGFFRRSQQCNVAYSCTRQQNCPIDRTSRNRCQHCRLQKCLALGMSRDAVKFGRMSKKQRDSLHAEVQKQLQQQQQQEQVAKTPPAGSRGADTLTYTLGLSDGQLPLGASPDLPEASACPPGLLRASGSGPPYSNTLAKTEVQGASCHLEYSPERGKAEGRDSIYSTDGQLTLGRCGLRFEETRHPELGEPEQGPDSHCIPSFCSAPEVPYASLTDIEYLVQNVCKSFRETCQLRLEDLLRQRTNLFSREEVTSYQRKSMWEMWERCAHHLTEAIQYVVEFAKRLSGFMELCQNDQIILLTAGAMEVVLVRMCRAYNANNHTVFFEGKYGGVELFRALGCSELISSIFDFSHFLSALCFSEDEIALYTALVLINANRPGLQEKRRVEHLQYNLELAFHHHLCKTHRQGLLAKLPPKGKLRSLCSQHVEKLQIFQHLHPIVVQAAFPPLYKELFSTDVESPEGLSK
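Luminescence from a UAS-regulated Photinus luciferase reporter in stably transfected Drosophila Schneider cells is measured; decreased signal marks ROR gamma inhibition. Fusion expression is induced by 700 uM copper sulfate for 20 hr.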
FLuc counter: firefly luciferase modulation, counter-screen for miR-21 project | purified FLuc, Km substrates, luminescence inhibition | Potency, µM (highest dose often 57.5 µM), for the others: top-dose activity change, negative = inhibition, most hits filed as inhibitors | actives 6.9% (n = 360,000) | AID 588342;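 note: potency is the fitted concentration of half-maximal effect; plate controls were vehicle for no effect and reference inhibitor for full effect; nearly all actives have a fitted effect of over 55% in size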
Target sequence (P08659 whole entry, looked up): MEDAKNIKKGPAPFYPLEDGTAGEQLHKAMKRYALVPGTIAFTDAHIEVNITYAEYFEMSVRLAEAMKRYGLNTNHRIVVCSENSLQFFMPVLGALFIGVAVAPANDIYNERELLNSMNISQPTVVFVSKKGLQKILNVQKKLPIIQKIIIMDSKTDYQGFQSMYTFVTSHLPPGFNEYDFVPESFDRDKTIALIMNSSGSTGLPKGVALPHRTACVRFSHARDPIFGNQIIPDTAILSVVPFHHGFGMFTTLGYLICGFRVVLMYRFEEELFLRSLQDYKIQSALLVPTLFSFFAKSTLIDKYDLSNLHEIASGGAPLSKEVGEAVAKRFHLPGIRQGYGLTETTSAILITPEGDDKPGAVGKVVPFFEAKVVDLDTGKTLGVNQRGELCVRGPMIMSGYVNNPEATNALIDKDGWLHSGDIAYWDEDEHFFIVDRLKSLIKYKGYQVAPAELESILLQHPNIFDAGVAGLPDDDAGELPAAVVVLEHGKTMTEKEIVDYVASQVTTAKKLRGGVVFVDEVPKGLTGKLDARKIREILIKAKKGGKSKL
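Biochemical qHTS of compounds, final roughly 60 µM downward over six points, against 10 nM purified firefly luciferase using Km concentrations of substrates (10 uM D-luciferin, 10 uM ATP) in Tris acetate pH 7.5 buffer; luminescence output.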
ELG1 genotoxic: inducers of genotoxicity in HEK293T ELG1-luciferase cells. HEK293T ELG1-luciferase reporter, luminescence, 16 h. Potency, µM (top dose mostly 46 µM), for the others: at the top dose activity change, positive = activation, usual class: activators. actives 1.3% (n = 330,000). AID 504466; note: potency is the fitted concentration of half-maximal effect; % of control where 0% means no effect; nearly all actives have a fitted effect of over 60% in size
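DMSO vehicle served as control against compound-treated ELG1-luciferase HEK293T cells; exposure lasted 16 hr at 37 °C and 5% CO2, followed by ONE-Glo luminescence detection after 30 min.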
Menin-MLL TR inh: displaces Texas Red mutant MLL peptide from human menin; O00255; Menin + Texas Red MLL mutant peptide, fluorescence polarization; Potency, µM (top dose mostly 61.6 µM), for the others: at the top dose FP activity change, negative = inhibition, actives largely listed as inhibitors; actives 0.23% (n = 270,000); AID 1768; active = well fitted inhibition curve with a large enough effect in the polarisation, with a control signal flat, not every such curve was filed as active; inconclusive = small, poorly fitted or top-dose-only effect, or effect the other way, or a change in a side signal; inactive = no such curve, though single readings can be large or run the other way; the % refers to the polarisation; note: potency is the fitted concentration of half-maximal effect; % of control where 0% means no effect; many of its hits are not listed in these tables
p53 reactivation: mutant p53 re-activation in reporter cells | H1299 p53-A138V BP100-luciferase reporter, luminescence, 24 h | actives 0.063% (n = 320,000) | Potency, µM (highest dose often 92.2 µM), without a hit: at the top dose activity change, positive = activation, actives largely listed as activators | AID 504706; note: potency is the fitted concentration of half-maximal effect; % of control where 0% means no effect; nearly all actives have a fitted effect of over 45% in size
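H1299 (p53-null), stable ts p53-A138V + BP100-Luc; 1000 cells/well, Opti-MEM/10% FBS; cpd 4 pt, 1:5; 24 h, 37 deg C, 5% CO2; detection reagent 10 min RT; luminescence.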
PKM2 activator: activators of human pyruvate kinase M2 | P14618 | purified PKM2, Kinase-Glo ATP luminescence, activation; response scale: 0% is enzyme alone, no compound | Potency, µM (top dose mostly 57.5 µM), without a hit: at the highest dose activation, hits mostly activators | actives 0.34% (n = 260,000); note: potency is the fitted concentration of half-maximal effect; % is set by controls: 0 for no effect and ±100 for the full control effect; nearly all actives have a fitted effect of over 55% in size
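Purified hPK-M2 (>95%) run at intermediate activity with 0.1 mM ADP and 0.5 mM PEP in 50 mM imidazole pH 7.2, KCl, MgCl2; 1 h room temperature. ATP formed read by Kinase-Glo luminescence; normalized to uninhibited and no-enzyme controls.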
BRCA1 expr act: increases BRCA1 expression. actives 1.1% (n = 380,000). MCF7-BRCA1-FFLuc reporter, luminescence, 48 h; response scale: scaled: vehicle 0%, 10 µM genistein 100%. Potency, µM (titrated, usually from 46.1 µM), for inactives: at the top dose activation, most hits filed as activators. AID 624202; note: potency is the fitted concentration of half-maximal effect; nearly all actives have a fitted effect of over 80% in size; some results filed as inactive show a strong effect at the top dose
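MCF7-BRCA1-FFLuc cells, 2000/well in phenol-red-free MEM, attached 2 h then treated 48 h at 37 C. Luciferase luminescence read 15 min after reagent; normalized to genistein maximum activation (10microM) and DMSO, concentration-response fitted.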
NPC1 prom act: NPC1 promoter activation. Huh7 NPC1 promoter luciferase reporter, 24 h. Potency, µM (titrated, usually from 9.22 µM), for the others: at the highest dose activation, usual class: activators. actives 2.4% (n = 320,000). AID 485313;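 note: potency is the fitted concentration of half-maximal effect; % of control where 0% means no effect; nearly all actives have a fitted effect of over 60% in size; reporter is driven by a mutant NPC1 promoter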
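Huh7 reporter cells (NPC1 promoter driving luciferase) are dosed with compound for 24 h at 37 °C, 5% CO2; luciferase detection reagent is then added and luminescence measured after 10 min at ambient temperature.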
Starred values were filed as active, the others as inactive; & = joins results of further samples; [ ] = dose if it differs, or a comment. Unless noted, calls come from the whole dose curve; as a rule, active = well fitted curve in the direction sought with a large enough effect; inconclusive = small, poorly fitted or top-dose-only effect, or another doubt; inactive = no such curve, though single readings can be large; an effect the other way counts as inactive or inconclusive. The list is partial. The share of hits here may be higher or lower than overall.

CCC1CCCCN1CCCNC(=O)CS(=O)Cc1nc(-c2ccc(OC)c(OC)c2)oc1C (stereo not drawn) was read as Giardia kill -16, VP16 counter 5%, Rab9 prom act 1%, RORgamma inh -14%, FLuc counter -1%, ELG1 genotoxic 0%, p53 reactivation 2%, BRCA1 expr act -21% and NPC1 prom act -1%.
`O=C(CN1C(=O)NC2(CCCC2)C1=O)Nc1ccccc1` gave Giardia kill -6, VP16 counter -4%, Rab9 prom act -2%, RORgamma inh -17%, FLuc counter -1%, ELG1 genotoxic 3%, Menin-MLL TR inh 0%, p53 reactivation -4%, PKM2 activator -19%, BRCA1 expr act -12% and NPC1 prom act 1%.
`O=C(c1ccc(OCC2CCCO2)cc1)N1CCN(c2ccccc2)CC1` (stereo not drawn) gave Giardia kill 2, VP16 counter inconclusive, Rab9 prom act -3%, RORgamma inh 12%, FLuc counter -1%, ELG1 genotoxic -3%, Menin-MLL TR inh inconclusive, p53 reactivation 3%, PKM2 activator -3%, BRCA1 expr act 0% and NPC1 prom act -1%.
For COc1ccc([C@@H]2CC(=O)c3c(O)cc(O[C@@H]4OC(CO[C@@H]5OC(C)[C@H](O)[C@H](O)C5O)[C@@H](O)[C@@H](O)C4O)cc3O2)cc1O (stereo partly drawn) the results were Giardia kill -6, Rab9 prom act -4%, FLuc counter 7%, ELG1 genotoxic -1%, p53 reactivation 13%, BRCA1 expr act -3% and NPC1 prom act 1%.
`CN(C)S(=O)(=O)c1cccc(NC(=O)COC(=O)c2c[nH]c(=O)[nH]c2=O)c1` gave Giardia kill -2, VP16 counter -18%, Rab9 prom act 0%, RORgamma inh 5%, FLuc counter 1%, ELG1 genotoxic 5%, Menin-MLL TR inh -8%, p53 reactivation -3%, PKM2 activator -11%, BRCA1 expr act 0% and NPC1 prom act -1%.
`Cc1ccc(C(=O)COC(=O)CNC(=O)Cc2ccccc2)cc1` gave Giardia kill 4, VP16 counter -2%, Rab9 prom act -1%, RORgamma inh 6%, FLuc counter -12%, ELG1 genotoxic 1%, p53 reactivation inconclusive, PKM2 activator -4%, BRCA1 expr act 1% and NPC1 prom act 1%.
Screening Cc1ccc(NCc2nnc(SCC(=O)NCc3ccco3)n2CC2CCCO2)c(C)c1 (stereo not drawn) returned Giardia kill 8, VP16 counter -1%, Rab9 prom act -2%, RORgamma inh 20%, FLuc counter 0%, ELG1 genotoxic 0%, Menin-MLL TR inh -16%, p53 reactivation -2%, PKM2 activator -5%, BRCA1 expr act -2% and NPC1 prom act 0%.
Cc1cccc(C)c1NC(=O)CNC(=O)C12CC3CC(CC(O)(C3)C1)C2 was read as Giardia kill 30[activator], Rab9 prom act -8%, FLuc counter 4%, ELG1 genotoxic -4%, p53 reactivation 14%, BRCA1 expr act -1% and NPC1 prom act -1%.
`COc1ccc(OC)c(S(=O)(=O)Nc2ccc3[nH]c(=O)[nH]c3c2)c1` gave Giardia kill -7, VP16 counter -2%, Rab9 prom act 1%, RORgamma inh -1%, FLuc counter 1%&1%, ELG1 genotoxic 0%, Menin-MLL TR inh -16%, p53 reactivation 1%, BRCA1 expr act -7% and NPC1 prom act 0%.
CN1/C(=C\C=C2\N=C(c3ccc(F)cc3)OC2=O)C(C)(C)c2ccccc21 was read as Giardia kill -23, VP16 counter 0%, Rab9 prom act -2%, RORgamma inh 4%, FLuc counter -16%, ELG1 genotoxic 0%, Menin-MLL TR inh inconclusive, p53 reactivation -2%, PKM2 activator -2%, BRCA1 expr act -34% and NPC1 prom act -2%.
`CCOC(=O)C1C(=O)NC(SCC(N)=O)=C(C#N)C1c1ccccc1OCC` (stereo not drawn) gave Giardia kill -20, VP16 counter 7%, Rab9 prom act -4%, RORgamma inh 1%, FLuc counter -1%, ELG1 genotoxic 0%, Menin-MLL TR inh 14%, p53 reactivation -8%, PKM2 activator 1%, BRCA1 expr act 4% and NPC1 prom act -3%.
`Cc1ccc(C)c(NC(=O)CSc2n[nH]c(-c3ccncc3)n2)c1` gave Giardia kill -4, Rab9 prom act 1%, RORgamma inh -4%[0.365 µM], FLuc counter -7%, ELG1 genotoxic 0%, Menin-MLL TR inh 12%, p53 reactivation -15%, PKM2 activator -1%, BRCA1 expr act 9% and NPC1 prom act 0%.

Pulled one by one from the entries so far (2):
For COc1ccc([C@@H]2CC(=O)c3c(O)cc(O[C@@H]4OC(CO[C@@H]5OC(C)[C@H](O)[C@H](O)C5O)[C@@H](O)[C@@H](O)C4O)cc3O2)cc1O (stereo partly drawn) the results were Giardia kill -6, Rab9 prom act -4%, FLuc counter 7%, ELG1 genotoxic -1%, p53 reactivation 13%, BRCA1 expr act -3% and NPC1 prom act 1%.
`CCOC(=O)C1C(=O)NC(SCC(N)=O)=C(C#N)C1c1ccccc1OCC` (stereo not drawn) gave Giardia kill -20, VP16 counter 7%, Rab9 prom act -4%, RORgamma inh 1%, FLuc counter -1%, ELG1 genotoxic 0%, Menin-MLL TR inh 14%, p53 reactivation -8%, PKM2 activator 1%, BRCA1 expr act 4% and NPC1 prom act -3%.

Other records
`Cc1nonc1CN(C)C(=O)CC1C(=O)NCCN1Cc1ccccc1F` (stereo not drawn) gave Giardia kill -17, VP16 counter 4%, Rab9 prom act 0%, RORgamma inh -14%, FLuc counter 1%, ELG1 genotoxic 6%, p53 reactivation -4%, BRCA1 expr act 0% and NPC1 prom act 0%.
`Cc1ccc(CN(CC(=O)N/N=C/c2ccccc2[N+](=O)[O-])S(=O)(=O)c2ccc(C)cc2)cc1` gave Giardia kill 3, VP16 counter -7%, Rab9 prom act 2%, RORgamma inh -30%, FLuc counter 0%, ELG1 genotoxic -6%, Menin-MLL TR inh -1%, p53 reactivation 3%, PKM2 activator -3%, BRCA1 expr act -34% and NPC1 prom act 3%.
For O=C(Cc1ccccc1)NCC(=O)OCC(=O)c1ccc(Cl)c([N+](=O)[O-])c1 the results were Giardia kill -1, VP16 counter inconclusive, Rab9 prom act 5%, RORgamma inh -35%, FLuc counter 1%, ELG1 genotoxic 1%, Menin-MLL TR inh 2%, p53 reactivation inconclusive, PKM2 activator 1%, BRCA1 expr act -19% and NPC1 prom act 10%.
For O=C(CSc1ccc2ccccc2c1)Nc1nc2ccccc2[nH]1 the results were Giardia kill 9, VP16 counter inconclusive, Rab9 prom act -9%, RORgamma inh 11µM*, FLuc counter 3%, ELG1 genotoxic 15%, Menin-MLL TR inh 19%, p53 reactivation 14%, PKM2 activator 3%, BRCA1 expr act -30% and NPC1 prom act -3%.
For Cc1ccc(/C([O-])=C(/C(=S)NCCN2CCOCC2)[n+]2ccccc2)cc1[N+](=O)[O-] the results were Giardia kill 1, VP16 counter -5%, Rab9 prom act 0%, RORgamma inh -35%, FLuc counter 1%, ELG1 genotoxic 0%, Menin-MLL TR inh 6%, p53 reactivation 17%, PKM2 activator -1%, BRCA1 expr act 11% and NPC1 prom act 1%.
COc1ccc(C(=O)Nc2nnc(Cc3ccc(OC)c(OC)c3)s2)c(OC)c1 was read as Giardia kill 9, VP16 counter -5%, Rab9 prom act 15%, RORgamma inh inconclusive, FLuc counter 27µM*, ELG1 genotoxic 12%, Menin-MLL TR inh 0%, PKM2 activator 2%, BRCA1 expr act 81% and NPC1 prom act 14%.
`COCCn1c(SCc2nc3ccccc3c(=O)[nH]2)nnc1-c1ccncc1` gave Giardia kill -1, VP16 counter -2%, Rab9 prom act 0%, RORgamma inh 12%, FLuc counter -1%, ELG1 genotoxic 0%, Menin-MLL TR inh -1%, p53 reactivation -4%, PKM2 activator -24%, BRCA1 expr act 0% and NPC1 prom act 2%.
For COc1ccc(CCNC(=O)CCn2c(=O)c3cccn3c3cccnc32)cc1OC the results were Giardia kill 3, VP16 counter -17%, Rab9 prom act 0%, RORgamma inh -14%, FLuc counter 1%&-7%, ELG1 genotoxic -2%, p53 reactivation -4%, BRCA1 expr act -1% and NPC1 prom act 0%.
Screening CN(CC(=O)Nc1ccc(F)c(F)c1F)c1cnccn1 returned VP16 counter inconclusive, Rab9 prom act 0%, RORgamma inh -33%, FLuc counter 0%, ELG1 genotoxic -9%, Menin-MLL TR inh 14%, p53 reactivation -17%, PKM2 activator 23% and NPC1 prom act -8%.
For Cc1ccc(CNC(=O)[C@H](C)N2C(=O)N3CCc4c([nH]c5ccccc45)[C@@]3(C)C2=O)cc1 the results were Giardia kill -9, VP16 counter -11%, Rab9 prom act -13%, RORgamma inh -1%, FLuc counter 10%, ELG1 genotoxic 0%, Menin-MLL TR inh inconclusive, PKM2 activator 8%, BRCA1 expr act -28% and NPC1 prom act -3%.
